STK33 inh – blocks human STK33 kinase activity; Q9BYT3; ADP-Glo luminescence, MBP substrate; inhibition, % at 12.5 µM; hit rate 0.44% among 27,000; AID 2322; in the data active = inhibition above about 20%
Target sequence (Q9BYT3 whole entry, looked up): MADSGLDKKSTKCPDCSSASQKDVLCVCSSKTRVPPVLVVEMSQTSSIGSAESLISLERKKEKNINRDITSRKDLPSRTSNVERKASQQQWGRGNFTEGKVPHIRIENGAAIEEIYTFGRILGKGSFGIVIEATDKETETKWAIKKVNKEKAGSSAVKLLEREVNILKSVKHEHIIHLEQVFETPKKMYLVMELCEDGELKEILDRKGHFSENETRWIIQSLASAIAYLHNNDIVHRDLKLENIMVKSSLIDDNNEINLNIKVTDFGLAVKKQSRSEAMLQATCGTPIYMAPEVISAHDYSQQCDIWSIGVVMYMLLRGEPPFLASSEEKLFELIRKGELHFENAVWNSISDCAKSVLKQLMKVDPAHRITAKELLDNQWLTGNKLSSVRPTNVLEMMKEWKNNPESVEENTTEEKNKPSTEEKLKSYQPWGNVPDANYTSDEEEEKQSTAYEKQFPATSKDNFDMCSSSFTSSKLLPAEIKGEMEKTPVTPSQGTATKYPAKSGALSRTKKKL
mut p53 react – mutant p53 pathway reactivation. activation, % at 9.98 µM. SW480 PUMA-promoter luciferase. hit rate 1.5% among 28,000. AID 624151; in the data active = activation above about 52%
* hit, by the source's call; . = not tested or not shown.

Fields: STK33 inh | mut p53 react
(1) C[C@H](CO)N1C[C@H](C)[C@H](CN(C)C(=O)Nc2ccccc2)OCc2cnnn2CCCC1=O
→ 8 | .
(2) C[C@@H]1CCCCO[C@H](CN(C)S(=O)(=O)c2cccs2)[C@@H](C)CN([C@H](C)CO)C(=O)c2cc(NS(=O)(=O)c3ccc(Cl)cc3)ccc2O1
→ 3 | .
(3) CC12CCC3c4ccc(OC(=O)c5ccccc5)cc4CCC3C1CCC2O (stereo not drawn)
→ 3 | .
(4) Cc1cccc(S(=O)(=O)N(C)C[C@H]2OCc3cnnn3CCCC(=O)N([C@H](C)CO)C[C@H]2C)c1
→ -3 | .
(5) C[C@@H]1CCCCO[C@@H](CN(C)C(=O)c2ccccc2)[C@@H](C)CN([C@@H](C)CO)C(=O)c2cc(NS(=O)(=O)c3ccccc3)ccc2O1
→ . | -1
(6) O=C(O)CN(CC(=O)O)c1ccc2cccc(O)c2n1
→ -1 | -7
(7) C[C@@H]1CN([C@@H](C)CO)C(=O)c2cc(NS(=O)(=O)c3cccs3)ccc2O[C@@H]1CN(C)CC1CC1
→ . | 16
(8) CCC[C@H]1CC2=C(C[C@@H](CC)CC3=C1C(=O)OC3=O)C(=O)OC2=O
→ . | -12
(9) C[C@@H]1CN([C@@H](C)CO)C(=O)Cc2cc(NC(=O)Nc3cccc4ccccc34)ccc2O[C@@H]1CN(C)S(C)(=O)=O
→ 1 | .
(10) CC(C)(C(=O)Oc1ccccc1)S(=O)(=O)c1ccc(C(F)(F)F)cn1
→ . | -4
(11) COCCOC(=O)N1C(=O)[C@@]2(c3cc(C#CCNC(N)=O)ccc31)[C@H](c1ccccc1OCCO)N1[C@H](c3ccccc3)[C@H](c3ccccc3)OC(=O)[C@H]1[C@@H]2C(N)=O
→ 5 | .
(12) O=C1C=CC(O)(/C=C/C(=O)O[C@@H]2[C@@H](O)[C@H](Oc3ccc(O)cc3)O[C@H](CO)[C@H]2O)C=C1
→ 19 | 22
(13) O=C(CSc1nc2ccccc2c(=O)[nH]1)Nc1ccccc1C(=O)c1ccccc1
→ 2 | -12
(14) COc1ccc([Si](C)(C)[C@@H]2[C@@H](CCO)O[C@]3(C(=O)N(Cc4ccccc4)c4ccc(N5CCC5=O)cc43)[C@H]2C)cc1
→ 17 | .
(15) COc1ccc(OC)c(C2Nc3nc4ccccc4n3C(C)=C2C(=O)Nc2ccc(C)cc2C)c1 (stereo not drawn)
→ -1 | -38
(16) CCOC(=O)c1cnc(SCC(=O)Nc2ccc(F)c(F)c2F)nc1N
→ 1 | -9
(17) c1ccc(-c2nnc(SCc3nc4ccccc4[nH]3)n2C2CCCCC2)cc1
→ 1 | 9
(18) O=C(CSc1nnc(-c2ccccc2[N+](=O)[O-])o1)c1cccs1
→ 1 | 49
(19) COc1ccc(C)cc1S(=O)(=O)N(CC(=O)O)c1ccc(C)cc1
→ -2 | 12
(20) NCCCCCCNS(=O)(=O)c1cccc2c(Cl)cccc12
→ 0 | 15
(21) CC(C)NC(=O)Nc1ccc2c(c1)C(=O)N([C@H](C)CO)C[C@H](C)[C@H](CN(C)S(=O)(=O)c1cn(C)cn1)OCCCC[C@H](C)O2
→ . | -1
(22) CNC[C@H]1OCCCC[C@H](C)Oc2ccc(N(C)C)cc2C(=O)N([C@H](C)CO)C[C@H]1C
→ . | -1
(23) C[C@H](CO)N1C[C@H](C)[C@@H](CN(C)S(=O)(=O)c2ccccc2F)OCc2cn(nn2)CCCC1=O
→ -3 | .
(24) CNC[C@@H]1Oc2ccc(NS(=O)(=O)c3ccc(OC)cc3)cc2CC(=O)N([C@H](C)CO)C[C@@H]1C
→ -2 | .
(25) C[C@H]1CN([C@@H](C)CO)C(=O)c2cc(NC(=O)Cc3cn(C)c4ccccc34)ccc2O[C@H]1CN(C)S(C)(=O)=O
→ -9 | .
(26) C[C@@H]1CN([C@@H](C)CO)C(=O)c2c(c3ccccc3n2C)-c2ccccc2CO[C@@H]1CN(C)C(=O)N[C@H](C)c1ccccc1
→ . | -7
(27) C=CCN(Cc1ccccc1)C(=O)[C@@H]1N(C(C)(C)C)C(=O)[C@H]2[C@H](C(=O)O)[C@@H]3C=C[C@]12O3
→ 2 | .
(28) C[C@H](CO)N1C[C@H](C)[C@H](CN(C)Cc2ccc(Cl)c(Cl)c2)Oc2c(NS(=O)(=O)c3cccs3)cccc2C1=O
→ . | -5
(29) C[C@@H]1CN([C@H](C)CO)C(=O)c2cc(C#Cc3ccccn3)cnc2O[C@@H]1CN(C)C(=O)CCN1CCCCC1
→ . | 22
(30) CC(NC(=O)c1ccccc1)c1nc2ccccc2n1Cc1ccc(Cl)cc1Cl (stereo not drawn)
→ 4 | -18
(31) COC(=O)CSc1nc(C)c2ccc(OC)cc2n1
→ 1 | 4
(32) C[C@@H]1CN([C@H](C)CO)C(=O)c2cc(C#CC3CCCCC3)cnc2O[C@@H]1CN(C)S(=O)(=O)c1ccccc1
→ . | -11
(33) COc1ccc(CN(C)C[C@H]2Oc3ccc(NC(=O)Cc4cn(C)c5ccccc45)cc3C(=O)N([C@H](C)CO)C[C@H]2C)cc1
→ . | -5
(34) CNC(=O)CN(c1cc(Cl)c(Cl)cc1Cl)S(C)(=O)=O
→ 6 | -1
(35) CCN(CC)S(=O)(=O)c1ccc(OC)c(NC(=O)c2cccnc2)c1
→ 4 | -7
(36) Cc1cccc(OCC(=O)Nc2ccc(Cl)c(-c3nc4ccccc4o3)c2)c1
→ 1 | 8
(37) COc1cc2c(cc1O)C(Cc1ccc(O)cc1)N(C)CC2 (stereo not drawn)
→ 1 | .
(38) COC(=O)c1ccccc1NC(=O)c1ccc(NC(=O)C(C)Oc2ccccc2)cc1 (stereo not drawn)
→ 5 | 23
(39) COC(=O)c1ccc(NC(=O)CN(c2ccc(F)c(Cl)c2)S(C)(=O)=O)cc1
→ -1 | 4
(40) COc1ccc(NC(=O)Nc2ccc3c(c2)C(=O)N([C@H](C)CO)C[C@H](C)[C@H](CN(C)Cc2ccc(Cl)c(Cl)c2)O3)cc1
→ 3 | .
(41) COc1cc(-c2cc(=O)c3c(O)c(OC)c(OC)c(OC)c3o2)cc(OC)c1OC
→ 2 | -18
(42) C[C@@H]1CN([C@H](C)CO)C(=O)Cc2cc(NC(=O)Nc3ccc4c(c3)OCO4)ccc2O[C@H]1CN(C)C(=O)Nc1ccc(C(F)(F)F)cc1
→ -2 | .
(43) C[C@H]1CN([C@@H](C)CO)C(=O)Cc2cc(N(C)C)ccc2O[C@@H]1CN(C)Cc1ccccc1
→ 1 | -2
(44) CCC(Sc1nc(C)cc(C)n1)C(=O)Nc1ccc(-c2nc3ccc(C)cc3s2)cc1 (stereo not drawn)
→ 2 | 85*
(45) COc1ccc(NC(=O)N(C)C[C@H]2Oc3ccc(NC(=O)Nc4ccccc4)cc3CC(=O)N([C@@H](C)CO)C[C@H]2C)cc1
→ 0 | .
(46) O=C(CNS(=O)(=O)c1ccc(Br)cc1)Nc1cccc2ccccc12
→ -1 | -17
(47) CNC[C@@H]1Oc2ccc(NC(=O)Nc3c(C)noc3C)cc2CC(=O)N([C@@H](C)CO)C[C@H]1C
→ . | 3
(48) CC(C)C#Cc1cnc2c(c1)C(=O)N([C@@H](C)CO)C[C@H](C)[C@H](CN(C)C(=O)CCN1CCCCC1)O2
→ . | 2
(49) C[C@@H]1CN([C@H](C)CO)C(=O)c2cccc(NC(=O)c3ccncc3)c2O[C@@H]1CN(C)CC1CC1
→ . | -3
(50) COc1cc(O)cc2c1C(=O)OC(C)C2 (stereo not drawn)
→ -1 | 9

(listing goes on)
cpd	Compound	STK33 inh	mut p53 react
51	C[C@H](CO)N1C[C@H](C)[C@H](CN(C)C(=O)Nc2ccc(F)cc2)Oc2ncc(Br)cc2C1=O	3	2
52	O=C(CSc1ncn(-c2ccccc2)n1)Nc1ccccc1Br	3	10
53	Cc1noc(C)c1NC(=O)Nc1ccc2c(c1)C(=O)N([C@@H](C)CO)C[C@@H](C)[C@@H](CN(C)C(=O)NC(C)C)OCCCC[C@@H](C)O2	.	7
54	Cc1cc(=O)[nH]c(SCCCOc2ccc([N+](=O)[O-])cc2)n1	-6	-1
55	CN(CCc1ccccn1)Cc1cccc([N+](=O)[O-])c1	1	5
56	N#Cc1c(NC(=O)CCn2cnc3ccccc3c2=O)sc2c1CCC2	0	.
57	Cc1nn(Cc2ccc(F)cc2)c(C)c1NC(=O)c1cc(-c2cccnc2)nc2c(Cl)cccc12	2	-59
58	[N-]=[N+]=NCc1ccccc1C[C@@]1(C(N)=O)N=C(c2ccc(OCCCO)cc2)O[C@@H]1c1ccccc1	0	.
59	Cc1ccc([N+](=O)[O-])cc1NC(=O)C1CCCN(S(=O)(=O)c2ccc(F)cc2)C1 (stereo not drawn)	-6	-15
60	COc1ccc(CN(C)C[C@@H]2Oc3ccc(NC(=O)Nc4cccc5ccccc45)cc3CC(=O)N([C@H](C)CO)C[C@H]2C)cc1	-1	8
61	O=[N+]([O-])c1ccc(NCCNCCO)cc1	-2	-2
62	Cc1noc(C)c1S(=O)(=O)N(C)C[C@H]1OCCCC[C@@H](C)Oc2ccc(NC(=O)CCC(F)(F)F)cc2C(=O)N([C@H](C)CO)C[C@@H]1C	-1	.
63	C[C@@H]1CN([C@@H](C)CO)C(=O)c2cc(-c3cccnc3)cnc2O[C@H]1CN(C)S(C)(=O)=O	.	7
64	Cc1ccc(NS(=O)(=O)c2ccccc2)c(NS(=O)(=O)c2ccccc2)c1	-1	.
65	O=C(COc1ccccc1[N+](=O)[O-])Nc1cc(-c2nc3ccccc3s2)c(Cl)cc1Cl	1	-9
66	C=CCNC(=O)[C@H]1[C@@H]2C(=O)O[C@@H](c3ccccc3)[C@@H](c3ccccc3)N2[C@@H](c2ccc(O)cc2)[C@]12C(=O)Nc1ccc(C#CC3(O)CCCCCC3)cc12	1	.
67	Cc1noc(C)c1NC(=O)N(C)C[C@@H]1Oc2c(NS(C)(=O)=O)cccc2C(=O)N([C@@H](C)CO)C[C@H]1C	.	14
68	C[C@@H]1CN([C@H](C)CO)C(=O)c2cccc(NC(=O)Nc3ccc(C(F)(F)F)cc3)c2O[C@H]1CN(C)S(=O)(=O)c1ccc(Cl)cc1	.	-2
69	C[C@H](CO)N1C[C@H](C)[C@@H](CN(C)S(=O)(=O)c2ccc(-n3cccn3)cc2)OCc2cnnn2CCCC1=O	-2	.
70	Cc1noc(C)c1S(=O)(=O)Nc1ccc2c(c1)CC(=O)N([C@H](C)CO)C[C@H](C)[C@H](CN(C)C(=O)Nc1ccc(C(F)(F)F)cc1)O2	-3	5
71	Cc1ccccc1NS(=O)(=O)c1ccc(Cl)c(C(=O)Nc2ccccc2C(=O)O)c1	-1	5
72	C[C@@H]1CN([C@@H](C)CO)C(=O)CCCn2cc(nn2)CO[C@@H]1CN(C)S(=O)(=O)c1ccccc1	-7	-3
73	C[C@H]1CN([C@@H](C)CO)C(=O)c2cc(NC(=O)C3CC3)ccc2O[C@@H]1CN(C)Cc1ccc(C(F)(F)F)cc1	2	2
74	CS(=O)(=O)N(CC(=O)Nc1c(F)cccc1F)C1CCCCC1	2	2
75	Cc1c(NC(=O)CSc2nnnn2-c2ccc(O)cc2)c(=O)n(-c2ccccc2)n1C	3	0
76	Cc1cc(C)cc(NC(=O)COc2ccc3cc(-c4ccccc4)c(=O)oc3c2)c1	-1	1
77	O=C(CCN1C(=O)c2cccc([N+](=O)[O-])c2C1=O)Nc1ccccc1C(F)(F)F	0	-13
78	COc1ccc(S(=O)(=O)N(C)C[C@@H]2Oc3ccc(NC(=O)CCCN(C)C)cc3CC(=O)N([C@@H](C)CO)C[C@@H]2C)cc1	0	-3
79	CC(=O)O[C@@H]1[C@@H](OC(=O)/C=C/c2ccccc2)[C@@H](OC(=O)/C=C/c2ccccc2)[C@H](O[C@H]2[C@@H]3C=CO[C@@H](O[C@@H]4O[C@H](CO)[C@@H](O)[C@H](O)[C@H]4O)[C@@H]3[C@@]3(CO)O[C@@H]23)O[C@H]1C	-1	-5
80	COc1ccc(NC(=O)CSc2nnc(-c3ccncc3)o2)cc1	0	4
81	C[C@H](CO)N1C[C@H](C)[C@@H](CN(C)S(=O)(=O)c2cn(C)cn2)Oc2ccc(NS(=O)(=O)c3cn(C)cn3)cc2CC1=O	.	0
82	COCc1nc2ccccc2n1CCOc1ccc(Cl)cc1Cl	-3	9
83	CC(=O)NCCc1ccc(O)cc1	-3	-4
84	C[C@@H]1CN([C@@H](C)CO)C(=O)c2cccc(NC(=O)C3CCOCC3)c2O[C@H]1CN(C)C	.	2
85	COc1ccc([N+](=O)[O-])cc1NC(=O)c1ccccc1N(C)S(C)(=O)=O	-6	-3
86	Cc1ccc(C(=O)C2C(=O)C(=O)N(Cc3cccnc3)C2c2ccc(Cl)c(Cl)c2)o1 (stereo not drawn)	0	4
87	Cc1c(C(=O)N(C)C)sc(NC(=O)c2cc(-c3ccccn3)nc3ccc(Cl)cc23)c1C#N	0	-9

High-throughput results as filed in PubChem BioAssay.

These rows are one share of the data; count on the stated rates, not on these rows.
